Screening results from PubChem.
CHT block: inhibitors of human choline transporter CHT | Q9GZV3 | CHT-expressing cells, membrane potential dye, choline response; active compounds read low | B-score at 10 µM | 0.86% of 310,000 active | AID 488975;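 active means B-score over 3 SD under the library average, and starting fluorescence ratio not unusually high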;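 further: choline stimulus applied at its EC90 after an EC20 pre-addition; B-score computed on integrated fluorescence ratio after choline addition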
Target sequence (Q9GZV3 whole entry, looked up): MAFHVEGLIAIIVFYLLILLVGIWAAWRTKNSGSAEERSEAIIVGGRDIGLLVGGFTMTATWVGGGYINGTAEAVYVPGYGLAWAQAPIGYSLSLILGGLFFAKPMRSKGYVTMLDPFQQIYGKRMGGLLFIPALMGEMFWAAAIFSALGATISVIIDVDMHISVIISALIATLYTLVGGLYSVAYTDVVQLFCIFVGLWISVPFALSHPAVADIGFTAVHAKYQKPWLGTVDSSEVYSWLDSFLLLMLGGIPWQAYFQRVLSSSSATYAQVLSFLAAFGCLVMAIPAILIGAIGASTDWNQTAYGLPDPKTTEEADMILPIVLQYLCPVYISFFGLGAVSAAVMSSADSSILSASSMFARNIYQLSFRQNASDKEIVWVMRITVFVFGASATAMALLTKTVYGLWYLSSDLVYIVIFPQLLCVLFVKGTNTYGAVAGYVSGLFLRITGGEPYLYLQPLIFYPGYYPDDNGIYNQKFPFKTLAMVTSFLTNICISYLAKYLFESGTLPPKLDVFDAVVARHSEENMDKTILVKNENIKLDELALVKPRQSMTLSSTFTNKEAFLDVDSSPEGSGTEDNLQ
Kir21 inh: inhibitors of mouse Kir2.1 inward-rectifier potassium channel. AID 1672. 0.85% of 310,000 active. HEK293-Kir2.1, FluxOR thallium flux fluorescence; active compounds read low. B-score at 10 µM;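 active means fluorescence ratio B-score at or below minus 3 SD of library scores, with starting-brightness B-score within 2 SD, cut at about -4.2 in these data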;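 further: channel flux triggered by added potassium and thallium sulfate stimulus; B-score of peak minus minimum fluorescence over baseline after thallium stimulus; more negative B-score means stronger Kir2.1 block with less thallium influx; some compounds called inactive have numbers as strong as hits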
Target sequence (P35561 whole entry, looked up): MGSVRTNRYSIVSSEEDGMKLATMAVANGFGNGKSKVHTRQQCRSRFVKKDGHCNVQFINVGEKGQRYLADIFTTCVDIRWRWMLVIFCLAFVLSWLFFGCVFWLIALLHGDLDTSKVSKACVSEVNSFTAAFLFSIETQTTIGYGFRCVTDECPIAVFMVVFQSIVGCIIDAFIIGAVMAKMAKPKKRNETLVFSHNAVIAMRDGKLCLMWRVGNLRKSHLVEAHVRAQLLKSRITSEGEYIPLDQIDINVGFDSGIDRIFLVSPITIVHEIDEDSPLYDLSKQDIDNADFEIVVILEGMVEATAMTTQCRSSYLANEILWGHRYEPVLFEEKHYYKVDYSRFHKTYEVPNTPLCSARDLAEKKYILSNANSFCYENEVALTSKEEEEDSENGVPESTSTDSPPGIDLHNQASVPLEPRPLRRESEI
The depositor's hits bear a star; i = inactive; nt = not tested or not shown.

Value order: CHT block	Kir21 inh
1) O=C(CNC(=O)c1ccccc1O)N/N=C/c1ccccn1
 : i	-1.18
2) CCOC(=O)c1cnc(N)nc1C(F)(F)F
 : i	-0.86
3) CC(C)(C)C(=O)NN=C1CCC(c2ccccc2)CC1 (stereo not given)
 : i	-1.96
4) CCOC(=O)CNC(=O)N1CCCC(CNS(=O)(=O)c2cccs2)C1 (stereo not given)
 : i	0.95
5) CCOC(=O)N1CCC(N2CCCC(C(=O)c3cc(F)ccc3OC)C2)CC1 (stereo not given)
 : i	1.21
6) O=C(NC1CC1)C1CCN(c2ncnc3c2sc2cccc(F)c23)CC1
 : i	1.16
7) CCSCCOC(=O)C1=C(C)N(C)C(=O)NC1c1ccc2c(c1)OCO2 (stereo not given)
 : i	-1.08
8) O=C(Cc1c(C(=O)O)[nH]c2ccccc12)Nc1ccc2c(c1)OCO2
 : i	-1.35
9) COc1ccc2nc(N=NC3=C(O)CC(C)(C)CC3=O)sc2c1
 : i	1.28
10) O=C(O)/C=C/c1ccc2ccccc2n1
 : i	0.27
11) COc1ccc(N(C)C(=O)CC2(CC(=O)O)CCCCC2)cc1
 : i	-0.05
12) CCn1c(SC2CCOC2=O)nnc1-c1ccc(Cl)cc1 (stereo not given)
 : i	-0.01
13) CCOc1ccc(-n2c(SCC(=O)Nc3nccs3)nc3c(c2=O)SCC3)cc1
 : i	0.95
14) Cc1cccc(OCC(=O)OCC(=O)c2c(N)n(C)c(=O)n(C)c2=O)c1C
 : i	-0.68
15) COCCCN=C1NN=C(c2cc(C)n(-c3ccccc3)c2C)CS1
 : i	0
16) CCC(C)NCCOc1ccc(C)cc1[N+](=O)[O-] (stereo not given)
 : nt	0.24
17) CCOC(=O)C1CCN(C(=O)C2(NC(=O)Nc3ccccc3C)CCCCC2)CC1
 : i	2.37
18) CCOc1ccc(C(CC(=O)O)NC(=O)COc2ccc3ccccc3c2)cc1OC (stereo not given)
 : i	0.93
19) CCN(CC)S(=O)(=O)c1ccc(Cl)c(NC(=O)COC(=O)c2c(C)noc2C)c1
 : i	0.75
20) CC(C)(C)NS(=O)(=O)c1ccc(NS(=O)(=O)c2ccc(F)cc2)cc1
 : i	-1.25
21) Cc1ccc2c(CN3CCN(Cc4ccccc4)CC3)cc(=O)oc2c1C
 : i	-0.38
22) O=C(NCC12CC3CC(CC(C3)C1)C2)c1nn2cccnc2c1Cl
 : i	0.6
23) O=C(COc1ccccc1)Nc1ccc(N2CCCCC2)cc1
 : i	-0.45
24) COC(=O)c1cn(NC(=O)/C=C/c2cc(OC)ccc2OC)c(=O)c2ccccc12
 : i	1.54
25) CCCCN(C(=O)CSc1nnnn1C)c1c(N)n(Cc2ccccc2)c(=O)[nH]c1=O
 : i	1.28
26) Cc1cccc(OCC(=O)Nc2ccc(N3CCN(S(C)(=O)=O)CC3)cc2)c1
 : i	0.14
27) COc1ccc(NC(=O)C2CC(c3c(F)cccc3Cl)=NO2)cc1 (stereo not given)
 : i	-0.72
28) O=C(C[n+]1cc(-c2ccc(Cl)cc2)n2c1CCCCC2)c1ccccc1
 : i	-0.23
29) Cc1c(-n2cc(C(=O)c3cc(F)ccc3O)cc(C#N)c2=O)c(=O)n(-c2ccccc2)n1C
 : i	0.02
30) O=C(O)C1CCCCC1C(=O)NCCCn1ccnc1 (stereo not given)
 : i	1.22
31) CCC(Sc1nc(-c2ccccc2)c(C#N)c(=O)[nH]1)C(=O)Nc1nnc(C)s1 (stereo not given)
 : i	0.26
32) Cc1c(NC(=O)CSc2n[nH]c(-c3ccccc3)n2)c(=O)n(-c2ccccc2)n1C
 : i	0.26
33) O=C(c1ccco1)N(Cc1ccccc1)c1cccc([N+](=O)[O-])c1
 : i	-3.4
34) Cc1ccc(-c2nnc(COC(=O)c3ccco3)o2)cc1
 : i	-1.4
35) O=C(c1ccccc1)c1ccc2c(c1)OCCOCCOCCO2
 : i	0.67
36) CCCc1cc(=O)[nH]c(SC(CC)C(=O)Nc2ccccc2C#N)n1 (stereo not given)
 : i	-0.05
37) Cc1c(C(=O)Nc2ccccc2F)sc2nc3n(c(=O)c12)CCC3
 : i	-0.68
38) COc1cc(Cn2c(C(=O)O)cc3sccc32)cc(OC)c1OC
 : nt	-0.11
39) Cc1ccc(CN2CCN(Cc3cccc(C)n3)CC2CCO)cc1 (stereo not given)
 : i	-0.54
40) CC(=O)Nc1ccc(S(=O)(=O)NC(CC(=O)NC2CCCCC2C)C(C)C)cc1 (stereo not given)
 : i	0.38
41) c1ccc2[nH]c(Cn3nnc4ccccc43)nc2c1
 : i	-0.03
42) CC(C)n1c2ccccc2c2nc3ccccc3nc21
 : i	-1.21
43) Cc1ccc(N2CC(NS(=O)(=O)c3cccs3)CC2=O)cc1 (stereo not given)
 : i	0.04
44) COc1ccccc1NC(=O)Nc1ccccc1C(=O)NCCCN1CCOCC1
 : i	2.25
45) O=C(Nc1ccc(-c2nc3ncccc3o2)cc1)c1ccco1
 : i	-0.11
46) O=C(CCCCCn1c(=S)[nH]c2cc3c(cc2c1=O)OCO3)N1CCN(c2ccccc2)CC1
 : i	-0.51
47) Cc1ccc(S(=O)(=O)N2CCC(C(=O)NCCC3=CCCCC3)CC2)c(C)c1
 : i	-0.56
48) COc1cc(NC(=O)CCCc2c[nH]c3ccccc23)cc(OC)c1
 : i	-0.91
49) O=[N+]([O-])/C=C1\CCCCCN1
 : i	-0.01
50) CC(C)c1ccc(CNc2cc(N3CCCC3)ccc2[N+](=O)[O-])cc1
 : i	0.15

Additional records.
Value order: CHT block	Kir21 inh
51) Fc1ccc2nc(Nc3nc4c(F)cccc4s3)sc2c1
 : i	1.43
52) O=C1CN(C(=O)COC(=O)CNC(=O)c2ccc(Cl)cc2)c2ccccc2N1
 : i	0.91
53) O=Cc1cc(N=Nc2ccccc2Cl)ccc1O
 : i	0.99
54) CCCn1c(SC(C)C(=O)N2CCOCC2)nc2ccc(Br)cc2c1=O (stereo not given)
 : i	-0.24
55) O=C(Nc1ccc(F)cc1F)c1cncc(Br)c1
 : i	0.09
56) COc1cc(OC)cc(C(=O)NC2CCN(CC(=O)Nc3cccc4ccccc34)CC2)c1
 : i	-1.56
57) CSc1c(SCc2ccccc2)cnn(-c2ccccc2)c1=O
 : i	-2.14
58) O=C(NCCn1cccn1)C1CCC(=O)N(CC2CCCCC2)C1 (stereo not given)
 : i	1.42
59) CCOC(=O)C1CCN(C(=O)c2ccccc2NC(=O)C2=C(C)OCCS2)CC1
 : i	0.27
60) COc1ccc(N2CCN(C(=O)COC(=O)c3cnccn3)CC2)cc1
 : i	0.02

Full records, looked up by structure:
O=C1CN(C(=O)COC(=O)CNC(=O)c2ccc(Cl)cc2)c2ccccc2N1 is listed with CHT block = i; Kir21 inh = 0.91
Fc1ccc2nc(Nc3nc4c(F)cccc4s3)sc2c1 is listed with CHT block = i; Kir21 inh = 1.43
O=C(Nc1ccc(F)cc1F)c1cncc(Br)c1 is listed with CHT block = i; Kir21 inh = 0.09

Continuation:
Value order: CHT block	Kir21 inh
61) O=C(c1ccc(CS(=O)Cc2cccc(Cl)c2)o1)N1CCN(C2CCCCC2)CC1 (stereo not given)
 : i	0.21
62) COc1ccc(CCNC(=O)c2cc(-c3ccccc3O)n[nH]2)cc1OC
 : i	0.77
63) O=C(c1ccc(F)cc1)N1CCN(C2=NS(=O)(=O)c3ccccc32)CC1
 : i	1.2
64) Cc1cc(=O)n2[nH]c(C)c(-c3ccccc3)c2n1
 : i	1.65
65) O=C(Nc1nnc(-c2ccccn2)o1)c1cccc(Cl)c1
 : i	-0.87
66) O=S(=O)(NCc1ccccc1)c1ccc(-c2cnc(C3CC3)o2)cc1
 : i	1.2
67) O=C(COC(=O)/C=C/c1cccc(Br)c1)NCCC1=CCCCC1
 : i	0.23
68) Cc1cnc(C(=O)OCC(=O)NC2CCCCCCC2)cn1
 : i	0.27
69) CC1CCN(CCCNC(=O)CN2CCN(Cc3ccc(Cl)cc3)C2=O)CC1
 : i	-0.93
70) O=C(N/N=C/c1cccnc1)c1ccc(NC(=O)c2cccc(Cl)c2)cc1
 : i	0.15
71) CC(C)c1ccc(NC(=O)Cn2cccc2C2=NC(c3ccccc3)CO2)cc1 (stereo not given)
 : i	-2.57
72) O=C(c1cc2cc(Br)ccc2s1)N1CCOCC1
 : i	-1.53
73) Nc1c(Cl)cnn(-c2ccccc2)c1=O
 : i	0.02
74) Cc1ccc2c(c1)S/C(=C\c1cccc[n+]1C)N2CCO
 : i	-2.44
75) CCOC(=O)N1CCN(C2=C(NS(=O)(=O)c3ccc(C)cc3)C(=O)c3ccccc3C2=O)CC1
 : i	0.82
76) CNC(=S)NNC(=O)c1cccc(C(F)(F)F)c1
 : i	0.74
77) CCOc1ccc2nc(SCC(=O)NCc3ccco3)sc2c1
 : i	-1.58
78) O=C(c1c(F)cccc1F)N(Cc1ccccn1)C1CCCC1
 : i	0.24
79) COc1ccc(N2C(=O)CN=C2Nc2nc(C)cc(C)n2)cc1
 : i	-0.02
80) O=C(NCCCn1ccnc1)c1ccc2ccccc2c1
 : i	-1.19
81) O=C(Cn1cnc2c(nnn2-c2ccccc2)c1=O)NCCc1ccccc1
 : i	-0.02
82) COc1ccccc1-c1cc(C(=O)N/N=C\c2cnn(C)c2C)c2ccccc2n1
 : i	0.02
83) Cc1ccc(N(CC(=O)Nc2c(C)n(C)n(-c3ccccc3)c2=O)S(C)(=O)=O)c(C)c1
 : i	1.99
84) CCOC(=O)C1CCN(C(=O)Cn2cc3c(n2)CCC(C)C3)CC1 (stereo not given)
 : i	0.03
85) CCOC(=O)c1sc(Nc2nc3cc4c(cc3s2)OCO4)cc1C
 : i	-0.17
86) CSc1nc(=S)n(Cc2ccccc2)c(C)c1C(C)=O
 : i	-0.11
87) Cc1cc(C)nc(N(C#N)CC(=O)N(c2ccccc2)C(C)C)n1
 : i	1.82
88) Cc1ccc(S(=O)(=O)N2CC(O)CC2C(=O)OCc2nc3sc(C)c(C)c3c(=O)[nH]2)cc1 (stereo not given)
 : i	0.67
89) CCCn1nnnc1NCc1ccc(Cl)cc1Cl
 : i	1.36
90) CC1CC(C)CN(S(=O)(=O)c2ccc3c(c2)C(C)(C)C(=O)N3C)C1 (stereo not given)
 : i	0.83
91) Cc1ccc(OCCC(=O)N2CCN(c3ccc(O)cc3)CC2)cc1
 : i	-0.56
92) Cc1ccccc1C(=O)NC(=S)Nc1ccccc1C(=O)O
 : i	3.74
93) Cc1ccc(-c2nnc(SCc3nc4ccccc4[nH]3)n2Cc2ccco2)cc1
 : i	0.02
94) O=C(CCc1nc(-c2ccc(Cl)cc2)no1)NC1CCCC1
 : i	-1.43
95) Cc1cc(Br)ccc1SCC(=O)OCC(=O)Nc1ccccc1C#N
 : i	0.85
96) CC(=O)c1ccc(NC(=S)NCCc2ccccn2)cc1
 : i	-0.03
97) O=C(Cn1cnc2c(nnn2Cc2ccc(F)cc2)c1=O)Nc1ccc2c(c1)OCCO2
 : i	-0.24
98) COc1cc(OC)c(NC(=O)Cn2cccc2)cc1Cl
 : i	1.13
99) Cc1ccccc1OCC(O)Cn1c(NCc2ccco2)nc2c1c(=O)[nH]c(=O)n2C (stereo not given)
 : i	0.91
100) CCC(=O)Nc1cc(C(=O)NCC2CCCN2CC)c(OC)cc1N(C)C (stereo not given)
 : i	-0.02
101) O=C(CSc1ncnc2nc[nH]c12)c1ccc([N+](=O)[O-])cc1
 : i	-1.51
102) O=C(CCN1C(=O)C2C3C=CC(C3)C2C1=O)Nc1ccc2ncccc2c1 (stereo not given)
 : i	1.55
103) Cc1cc(NC(=O)c2cc(-c3cccs3)nc3ccccc23)no1
 : i	0.79
104) O=C(CSCc1c(Cl)cccc1Cl)Nc1nccs1
 : i	0.41
105) Cn1nnnc1SCSc1nnnn1C
 : i	0.12
106) CC(C)c1ccc(N(CC(=O)NCc2ccc(F)cc2)C(=O)c2csnn2)cc1
 : i	-1.49
107) CC(C)(C)c1cc(C(=S)N2CCCC2)cc(C(C)(C)C)c1O
 : i	-0.28
108) CC1CN(CCOCCSc2ccccc2)CC(C)O1 (stereo not given)
 : i	2.86
109) COC(=O)c1c(NC(C)=O)sc2c1CCCCC2
 : i	0.31
110) Cc1cc(C)cc(NC(=O)Nc2c(Br)cnn2C)c1
 : i	0.65

More results follow.
Value order: CHT block	Kir21 inh
111) Clc1ccc(N=C2SCC3CCCCN23)cc1 (stereo not given)
 : i	0.38
112) CC/C(=N\NC(=O)c1ccoc1C)c1ccc(C)o1
 : i	-0.48
113) O=C(CN1CCN(S(=O)(=O)c2ccccc2[N+](=O)[O-])CC1)NC(=O)NCc1ccco1
 : i	-0.16
114) Cc1nn(C)cc1S(=O)(=O)N1CCCC(C(=O)O)C1 (stereo not given)
 : i	0.14
115) Cn1c(SCC(=O)Nc2ccc3c(c2)n(C)c(=O)n3C)nnc1-c1ccncc1
 : i	-0.79
116) Cc1ccc2cc(CN(CC(C)C)C(=O)C3CCCO3)c(=O)[nH]c2c1 (stereo not given)
 : i	1.71
117) Cc1c(C(c2ccc([N+](=O)[O-])cc2)c2c(C)n(C)n(-c3ccccc3)c2=O)c(=O)n(-c2ccccc2)n1C
 : i	0.86
118) CCOc1ccc(NC(=O)COn2nnc3ccc(S(=O)(=O)N4CCOCC4)cc32)cc1
 : i	0.99
119) COc1ccc(NS(=O)(=O)c2ccc(C)c(C(=O)NC3CCN(Cc4ccccc4)CC3)c2)cc1
 : i	0.6
120) O=C(/C=C/c1cccc(F)c1)Nc1nccs1
 : i	-0.09

Screen by screen, from the results shown.
Entries 112 to 118 in CHT block, in turn: i, i, i, i, i, i, i
Entries 112 to 118 in Kir21 inh, in turn: -0.48, -0.16, 0.14, -0.79, 1.71, 0.86, 0.99

Further records.
Value order: CHT block	Kir21 inh
121) COc1ccc(OC(=O)COc2ccc(Cl)cc2)cc1
 : i	1.9
122) O=C(N/N=C/c1ccc(Br)o1)/C(=C/c1ccc([N+](=O)[O-])cc1)NC(=O)c1ccccc1
 : i	-0.03
123) CCN(CC)c1ccc(/C=N/N2C(=O)c3ccccc3C2=O)cc1
 : i	-0.02
124) COc1cccc(-c2ccc(C#N)c(OC(=O)c3ccc(Cl)cc3)n2)c1
 : i	0.11
